# Screening data from PubChem BioAssay.
# PTEN del growth = suppresses growth of cells with PTEN deletion | HCT116 PTEN-null viability, CellTiter-Glo, 60 h; active compounds read low | viability, % at 10 µM | hit rate 1.2% among 140,000 | AID 827;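 active = viability at or below a set limit, 4 SD under the median of all tested compounds, cut at about 3.7% in these data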;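 also: PTEN knockout HCT116 line with beta catenin targeted HCT116 as companion control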
# MRP1 act = MRP-1 activation | H69AR cells + doxorubicin, viability rescue, CellTiter-Glo | hit rate 0.61% among 140,000 | viability increase, % at 10 µM;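 active = viability gain under doxorubicin at or above a set limit, the compound median plus 3 SD, cut at about 4.7% in these data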;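 also: MRP-1 overexpressing cells given doxorubicin 25 µM after compound pretreatment; 18-22 h compound pretreatment then 72 h with doxorubicin before readout; 0% = doxorubicin-only wells and 100% = vehicle-treated cells without doxorubicin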
# Measles CPE = protection of cells from measles virus; Measles virus-infected cells, CPE protection, absorbance; protection (pct of control), % at 4 µM; hit rate 1.5% among 140,000; in the data active = protection mostly above about 24%, no sharp cut-off; inactive = mostly below about 26%; also: some compounds called inactive have numbers as strong as hits
# NPY-Y2 antag = antagonists of human neuropeptide Y receptor Y2; inhibition, % at 2.7 µM; hit rate 0.99% among 140,000; NPY-Y2 expressing cells, antagonist mode; P49146; AID 793; in the data active = inhibition above about 17%;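 also: 0% = vehicle with agonist challenge and 100% = reference antagonist with challenge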
# Target sequence (P49146 whole entry, looked up): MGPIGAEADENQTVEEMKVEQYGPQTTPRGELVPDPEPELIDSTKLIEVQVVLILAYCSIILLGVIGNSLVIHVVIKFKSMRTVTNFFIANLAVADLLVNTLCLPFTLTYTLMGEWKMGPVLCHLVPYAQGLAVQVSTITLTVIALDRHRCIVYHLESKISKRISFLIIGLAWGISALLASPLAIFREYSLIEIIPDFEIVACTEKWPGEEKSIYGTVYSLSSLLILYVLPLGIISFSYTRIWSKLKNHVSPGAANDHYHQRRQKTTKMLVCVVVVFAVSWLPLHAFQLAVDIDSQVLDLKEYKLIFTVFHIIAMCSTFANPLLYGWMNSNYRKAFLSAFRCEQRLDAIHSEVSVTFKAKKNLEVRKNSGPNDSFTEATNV
# E-sel TNF inh = TNF alpha driven E-selectin expression inhibition | HUVEC TNFa-induced E-selectin immunofluorescence, high content | inhibition, % at 2 µM | hit rate 0.71% among 120,000;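 active = inhibition above the batch mean plus 3 SD, and confirmed as a hit on visual image review, cut at about 43% in these data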;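 also: 0% = TNF-stimulated DMSO wells and 100% = unstimulated control wells; not every result past the cut was called active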
# HCT116 bCat-KO = beta-catenin-lacking colon tumor cell growth suppression; HCT116 beta-catenin knockout viability, CellTiter-Glo, 60 h; active compounds read low; viability, % at 10 µM; hit rate 1.5% among 140,000; AID 818;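 active = viability at or under a set limit, the compound median less 4 SD, cut at about 6% in these data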;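 also: 0% = Hyamine 1622 control at 20 µM and 100% = untreated cell control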
# Phagocyt inh = macrophage phagocytosis inhibition; J774A.1 macrophage IgG-bead phagocytosis, imaging; inhibition, % at 5 µM; hit rate 0.07% among 110,000;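 active = inhibition above the mean of the plate negative controls plus 5 SD, cut at about 13% in these data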;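 also: phagocytic index as fraction of beads internalized from green versus red external bead signal; plate controls were DMSO negative control for no effect and cytochalasin-D positive control for full effect; some results beyond the cut were filed as inactive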
# Yeast growth inh = reduces growth of yeast BB579 in restrictive medium; S. cerevisiae BB579 growth, OD615, 48 h; inhibition, % at 10 µM; hit rate 0.51% among 140,000;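 active = inhibition above a set limit, 3 SD over the mean compound inhibition, cut at about 44% in these data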; also: inactives centre near -24
#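 System: Saccharomyces cerevisiae DeaD strain BB579, replicative lifespan model yeast | Buffer or medium: Restrictive glucose-based CSMM-D medium | Times: 4 h preincubation and 48 h exposure at 30 °C | Detection: OD615 turbidity measurement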
# Yeast life ext = extends the lifespan of yeast; hit rate 0.68% among 130,000; S. cerevisiae growth with nicotinamide, OD615; deaD strain in restrictive glucose medium; inhibition of the nicotinamide effect, % at 10 µM; AID 775;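 active = inhibition above a set limit, placed 3 SD over the median of all compounds, cut at about 26% in these data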;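 also: 0% = nicotinamide-treated wells and 100% = cells grown without nicotinamide; some compounds called inactive have numbers as strong as hits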
#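 assay system = DeaD-strain S. cerevisiae | measured by = absorbance at 615 nm | probe or stimulus = nicotinamide 1.5 mM | buffer or medium = CSMM-D glucose medium, restrictive | times = 48 h at 30 °C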
# GALR2 antag = blocks the human galanin receptor 2; inhibition, % at 4 µM; hit rate 0.39% among 140,000; AID 828; O43603; GALR2-expressing cells, antagonist mode; in the data active = inhibition above about 27%;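 also: cells stimulated with galanin 1-16 at roughly its EC80; 0% = agonist challenge control and 100% = basal control without agonist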
# Target sequence (O43603 whole entry, looked up): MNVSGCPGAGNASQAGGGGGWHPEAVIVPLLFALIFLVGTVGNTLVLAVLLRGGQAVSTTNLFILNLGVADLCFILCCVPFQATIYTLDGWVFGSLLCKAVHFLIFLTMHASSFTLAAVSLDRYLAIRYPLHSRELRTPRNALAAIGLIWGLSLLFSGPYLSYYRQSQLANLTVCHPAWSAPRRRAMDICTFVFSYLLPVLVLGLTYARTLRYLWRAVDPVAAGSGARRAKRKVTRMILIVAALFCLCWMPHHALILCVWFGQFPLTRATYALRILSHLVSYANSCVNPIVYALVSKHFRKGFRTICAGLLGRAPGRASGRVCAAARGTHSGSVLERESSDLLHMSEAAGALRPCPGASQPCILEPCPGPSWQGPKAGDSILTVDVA
# * marks the source's active call; other numbers are inactive results; · = not tested or not shown. Rows are unselected, and some 6.4% of all compounds hit somewhere here.
SMILES,PTEN del growth,MRP1 act,Measles CPE,NPY-Y2 antag,E-sel TNF inh,HCT116 bCat-KO,Phagocyt inh,Yeast growth inh,Yeast life ext,GALR2 antag
CCOC(=O)C1=C(C)N(CCCCCC(=O)O)C(=O)NC1c1ccccc1OC(=O)c1cccs1 (stereo unspecified),89,-0.1,28,1,-19,88,·,-37,10,-1
CCCC(=O)Nc1ccc2c(c1)c1ccccc1n2CC,90,1.0,6,4,·,90,2,-21,-5,-1
Cn1c(-c2ccc(Br)o2)nc2ccccc21,65,-1.1,17,3,10,63,0,-4,-12,19
CCSc1cc(N2CCCC2)nc(-c2ccccc2)n1,87,-0.7,20,5,-9,90,-1,-27,-6,-9
Cc1ccc(C(c2ccc(C)o2)c2cccc([N+](=O)[O-])c2O)o1,86,-1.8,13,5,-7,88,-4,-32,9,-10
O=C(NCc1cccs1)c1ccccc1C(=O)NCc1cccs1,91,-1.9,14,-1,-9,92,-1,3,-7,-6
COc1ccccc1-c1nnc(Nc2nc3c(OC)cccc3s2)o1,8,-5.7,-2,8,-48,5.1*,·,-51,-16,9
O=C(Cn1cc(C(F)(F)F)cc(Cl)c1=O)Nc1cc(S(=O)(=O)N2CCOCC2)ccc1Cl,88,-1.3,24,2,5,89,-12,-25,0,1
CC(=O)NCc1ccc2[nH]c(C)cc2c1,93,-1.1,15,-3,1,104,0,-13,-8,3
O=C(O)C1CCCCC1C(=O)Nc1ccc2c(c1)CCC2 (stereo unspecified),93,-1.5,10,2,-2,86,-3,-29,-12,1
Cn1c(Sc2nc3ccccc3n2C)nc2ccccc21,69,-2.5,1,2,-6,74,0,-11,-10,7
O=C(Nc1ccccc1F)C1C2C=CC3(O2)C1C(=O)N(c1cccnc1)C3C(=O)NC1CCCCC1 (stereo unspecified),100,-3.7,6,0,-10,96,1,-15,8,-2
COc1cc(NC(=O)C2CCCN(S(=O)(=O)c3cnc[nH]3)C2)cc(OC)c1 (stereo unspecified),108,-1.2,19,2,·,96,0,-20,-7,9
COc1ccc(NC(=O)CSc2nc(-c3ccc(C)cc3)cc(C(F)(F)F)c2C#N)cc1,69,-3.5,11,12,-65,75,·,-56,-5,-1
CCOC(=O)Cc1csc(NC(=O)CSc2nc3sc(C(=O)O)c(C)c3c(=O)[nH]2)n1,92,0.4,27,-1,·,83,0,-19,-15,-10
O=C(O)CCSc1nc(C(F)(F)F)cc(=O)n1-c1ccccc1,99,-0.6,27,1,12,107,0,-22,-15,14
O=C(CC1C(=O)NCCN1C(=O)Nc1ccccc1)Nc1ccc2c(c1)OCCO2 (stereo unspecified),110,-0.9,5,3,2,96,-1,-4,-16,-14
COCCN(C(=S)Nc1ccccc1OC)C1CCN(C(C)=O)CC1,100,-1.1,6,2,49,98,5,-19,-2,9
O=C(CSc1nnc(-c2cccnc2)o1)c1cc2ccccc2oc1=O,93,-1.7,13,4,-17,90,-5,-64,10,-11
O=C(Nc1ncccn1)c1ccc(C(F)(F)F)cc1,87,-0.5,15,1,6,91,-2,-26,-2,-10
O=C(O)CCOc1ccc2c(c1)OCCO2,93,-0.3,2,15,·,92,0,-44,-7,10
COc1ccc(CCNC(=O)Cn2nc([N+](=O)[O-])c(Br)c2C)cc1OC,91,-2.6,14,4,·,102,-4,-28,0,-21
CNC(=O)Cn1c(=O)n(C)c2ccccc21,90,-0.6,26,1,-14,94,0,-16,-7,-12
Cc1c(C)n(CC(O)CN2CCCCC2)c2ccccc12 (stereo unspecified),93,-2.6,10,3,12,99,·,-37,-17,3

# 3 structures out of the list, arranged by SMILES length, lowest first:
SMILES,PTEN del growth,MRP1 act,Measles CPE,NPY-Y2 antag,E-sel TNF inh,HCT116 bCat-KO,Phagocyt inh,Yeast growth inh,Yeast life ext,GALR2 antag
O=C(Nc1ncccn1)c1ccc(C(F)(F)F)cc1,87,-0.5,15,1,6,91,-2,-26,-2,-10
COc1ccc(NC(=O)CSc2nc(-c3ccc(C)cc3)cc(C(F)(F)F)c2C#N)cc1,69,-3.5,11,12,-65,75,·,-56,-5,-1
CCOC(=O)Cc1csc(NC(=O)CSc2nc3sc(C(=O)O)c(C)c3c(=O)[nH]2)n1,92,0.4,27,-1,·,83,0,-19,-15,-10

# Copied from the list:
# Phagocyt inh, CNC(=O)Cn1c(=O)n(C)c2ccccc21 : 0
# PTEN del growth, Cn1c(-c2ccc(Br)o2)nc2ccccc21 : 65
# Measles CPE, COCCN(C(=S)Nc1ccccc1OC)C1CCN(C(C)=O)CC1 : 6
# PTEN del growth, CCOC(=O)C1=C(C)N(CCCCCC(=O)O)C(=O)NC1c1ccccc1OC(=O)c1cccs1 (stereo unspecified) : 89
# Phagocyt inh, COc1ccc(CCNC(=O)Cn2nc([N+](=O)[O-])c(Br)c2C)cc1OC : -4
# Phagocyt inh, CCSc1cc(N2CCCC2)nc(-c2ccccc2)n1 : -1

# Next structures:
SMILES,PTEN del growth,MRP1 act,Measles CPE,NPY-Y2 antag,E-sel TNF inh,HCT116 bCat-KO,Phagocyt inh,Yeast growth inh,Yeast life ext,GALR2 antag
OCCN1CCN(CC(O)COc2ccc3ccccc3c2)CC1 (stereo unspecified),117,-0.6,4,5,-10,101,2,-32,-16,4
CC(=O)N1CCN(S(=O)(=O)c2ccc(S(=O)(=O)NC3CC3)cc2)CC1,101,-0.5,26,-1,23,88,2,-54,-9,-5
CC(C)(C)C(=O)/C=C(\N)c1ccncc1,57,-3.1,2,-1,-3,53,0,-20,-3,-4
O=C(c1ccccc1F)N1CCN(c2ccc([N+](=O)[O-])c3ncccc23)CC1,81,-1.4,5,0,·,92,-5,-18,-1,2
COc1ccc(OCCOC(=O)c2cccc(-n3cnnn3)c2)cc1,100,-0.6,3,1,-10,91,0,-29,-20,-2
Cc1c(-n2c(=S)[nH]c3ccccc3c2=O)c(=O)n(-c2ccccc2)n1C,88,-0.1,19,2,22,93,-1,-14,-4,-8
COCCN1CN=C(Nc2nc3ccccc3o2)NC1,97,-2.6,17,1,2,93,·,-21,-11,2
Cc1ccc(CNC(=O)CN(Cc2ccccc2)S(C)(=O)=O)cc1,92,-1.7,13,4,-27,88,·,-38,·,11
CN(Cc1cc2ccccc2[nH]c1=O)C(=O)C1CCCCC1,98,0.1,6,1,·,88,0,-37,-6,-9
Cn1c(=O)c(=O)n(C)c2cc(S(=O)(=O)N3CCCCCC3)ccc21,96,-2.8,15,2,·,101,-1,-22,-17,3
Cc1ccc(C(c2nnnn2CS(=O)(=O)c2ccc(C)cc2)N2CCC(C(N)=O)CC2)cc1 (stereo unspecified),87,-0.7,8,2,-23,83,2,-45,-8,9
CC(C)c1ccccc1NC(=O)C1CN(S(=O)(=O)c2ccccc2)CCN1S(=O)(=O)c1ccccc1 (stereo unspecified),89,-3.3,10,2,·,97,-3,-29,2,-5
CC(=O)Nc1ccc(SCC(=O)c2cc(C)n(C)c2C)cc1,97,-0.8,46*,5,0,106,-2,-11,-15,2
Cc1nnnn1-c1cccc(C(=O)O)c1,96,-0.9,10,0,11,92,-1,7,-5,-4
COc1ccc(OC)c(-n2nnnc2SCC(=O)Nc2cc(C)ccc2OC)c1,96,-2.9,17,7,-16,78,·,-16,·,8
CC(NC(=O)CCNS(=O)(=O)c1ccc2c(c1)c(=O)n(C)c(=O)n2C)c1ccccc1 (stereo unspecified),89,-3.4,6,2,·,87,-1,-23,-7,-4
Cc1ccc(N(C(=O)CS(=O)CC(=O)Nc2ccc(F)cc2)C(C(=O)NC2CCCCC2)c2ccco2)cc1 (stereo unspecified),62,-2.4,16,1,·,73,·,-23,94*,-2
CC(C)C(NC(=O)c1ccc2c(c1)OCO2)C(=O)N/N=C/c1cccs1 (stereo unspecified),95,-0.3,8,2,0,92,-2,-55,0,2
C/C(=N\NC(=O)Cc1csc(N2CCOCC2)n1)c1ccccc1,85,-3.3,13,5,5,81,5,-24,-2,-4
Cc1cc(OCC(=O)N2CCCC2)cc(C)c1Cl,103,-0.9,3,1,-3,108,2,-25,-18,3
CCOc1ccc2nc(SC3CC(=O)N(c4cccc(OC)c4)C3=O)sc2c1 (stereo unspecified),104,1.3,7,5,·,105,-12,-23,-2,3
COc1cc(/C(C#N)=C/c2ccccc2)c([N+](=O)[O-])cc1OC,77,-3.2,14,2,15,74,·,-22,·,15
c1ccc2cc(CSCc3nc4ccccc4[nH]3)ccc2c1,74,-2.0,2,3,·,67,-6,-58,-1,21
CC(C)c1nc(NCc2ccccc2)c(C#N)c2c1CCCC2,79,0.0,2,1,-38,72,-1,-37,-2,10
CCc1ccc(OCc2nnc(SCCN3CCOCC3)n2CC)cc1,100,2.5,8,2,-29,96,0,-40,-9,4
O=c1cc(/N=C/c2coc3c(ccc4ccccc43)c2=O)[nH]c(=S)[nH]1,95,-1.4,14,9,·,93,-5,-36,4,9
Cc1ccc(/C=N/c2sc3c(c2C#N)CCCCC3)o1,113,-0.2,23,0,·,108,1,-68,36,5
Cc1ccc(OCc2nnc(SCC(=O)NCc3ccco3)n2C)cc1,93,-2.1,9,5,-1,92,·,-23,·,-4
CCN(CC)CCN1C(=O)C2C3c4ccccc4C(c4ccccc43)C2C1=O (stereo unspecified),87,-3.4,1,·,·,97,10,-30,-1,·
CCOc1ccc(-c2nnc(-c3ccco3)o2)cc1,92,1.3,6,2,5,87,-1,-16,-29,0
COC(=O)c1ccc(NC(=O)c2ccc(N(C)S(C)(=O)=O)cc2)cc1,72,-1.3,6,-1,-7,62,3,-26,-9,0
O=C(Cc1cccc2ccccc12)NNC(=O)c1cccs1,81,-2.3,3,4,-7,85,0,-32,-10,4

# An excerpt from above in order of the Measles CPE value, ascending:
compound,Measles CPE,NPY-Y2 antag,E-sel TNF inh,Phagocyt inh,Yeast growth inh,Yeast life ext,GALR2 antag
CCOc1ccc(-c2nnc(-c3ccco3)o2)cc1,6,2,5,-1,-16,-29,0
CCc1ccc(OCc2nnc(SCCN3CCOCC3)n2CC)cc1,8,2,-29,0,-40,-9,4
O=c1cc(/N=C/c2coc3c(ccc4ccccc43)c2=O)[nH]c(=S)[nH]1,14,9,·,-5,-36,4,9

# Profiles, quoted from the list:
# Entry for `O=c1cc(/N=C/c2coc3c(ccc4ccccc43)c2=O)[nH]c(=S)[nH]1` → PTEN del growth: 95; MRP1 act: -1.4; Measles CPE: 14; NPY-Y2 antag: 9; E-sel TNF inh: ·; HCT116 bCat-KO: 93; Phagocyt inh: -5; Yeast growth inh: -36; Yeast life ext: 4; GALR2 antag: 9
# Entry for `CCOc1ccc(-c2nnc(-c3ccco3)o2)cc1` → PTEN del growth: 92; MRP1 act: 1.3; Measles CPE: 6; NPY-Y2 antag: 2; E-sel TNF inh: 5; HCT116 bCat-KO: 87; Phagocyt inh: -1; Yeast growth inh: -16; Yeast life ext: -29; GALR2 antag: 0
